# BRCA1 expr up – activators of BRCA1 expression | MCF7-BRCA1-FFLuc reporter, luminescence, 48 h; response scale: scaled: vehicle 0%, 10 µM genistein 100% | Potency, µM (highest dose often 46.1 µM), for the others: top-dose activation, most hits filed as activators | 380,000 tested, 1.1% active; also: potency is read from the fitted curve at half-maximal effect; nearly all actives have a fitted effect of over 80% in size; some results filed as inactive show a strong effect at the top dose
#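 Using MCF7 cells harboring a BRCA1 firefly luciferase reporter, plated 2 h before compound pinning, the screen measured luminescence after 48 h incubation. Responses were normalized to DMSO and 10 microM genistein, then fitted for concentration-effect.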
# B2AR arrestin – recruits beta-arrestin to the human beta2-adrenergic receptor; beta-arrestin recruitment to beta2AR, cell-based reporter; P07550; 330,000 tested, 0.02% active; Potency, µM (highest dose often 46.1 µM), for inactives: at the highest dose activation, usual class: activators;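 also: potency is read from the fitted curve at half-maximal effect; 0% = DMSO controls and full agonism = EC100 isoproterenol or metaproterenol; nearly all actives have a fitted effect of over 65% in size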
# TRPV1 agonist – activates the human vanilloid receptor TRPV1; activation, % at 8.33 µM; TRPV1-expressing cells, Fluo-8 calcium influx, agonist mode; Q8NER1; 320,000 tested, 0.19% active; in the data active = activation above about 80%; inconclusive = between about 30% and that limit; also: 0% is about no effect
#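 Cells expressing TRPV1 were dye-loaded with Fluo-8 and read kinetically: 10 s baseline, 3 min after compound (agonist portion), then 2 min after EC20 capsaicin (allosteric enhancer portion). Calcium-bound dye fluorescence at 480/520 nm.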
# USP2a block – inhibitors of human ubiquitin-specific protease USP2a; O75604; USP2 core, Ub-CHOP2 coupled fluorogenic reporter, 485/531; Potency, µM (doses to about 38.3 µM), without a hit: at the top dose activity change, negative = inhibition, hits mostly inhibitors; 330,000 tested, 0.01% active;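 also: potency is read from the fitted curve at half-maximal effect; plate controls were DMSO wells for no effect and full inhibition by NEM control for full effect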
#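 Cell-free coupled assay: 10nM USP2 core preincubated 30min RT with compound in Tris-HCl pH 8.0/CaCl2/CHAPS buffer, then 25nM Ub-CHOP2 and 25nM reporter substrate; fluorescence (Ex 485/Em 531) read after 60min RT, normalized to NEM inhibition, concentration-response curves fitted.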
# ASM inhibitor – human S-ASM enzyme inhibition; P17405; placental ASM, HMU-PC fluorogenic substrate, 60 min; Potency, µM (highest dose often 57.5 µM), inactives show at the highest dose activity change, negative = inhibition, most hits filed as inhibitors; 340,000 tested, 0.006% active; AID 504937; also: potency is read from the fitted curve at half-maximal effect
#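 Fluorescence read-out (Ex 386 nm, Em 447 nm) after stopping the reaction at pH 10. Enzyme: ASM from human placenta; substrate HMU-PC0, 9 uM final; 60 min, 37 °C. Compound preincubation 10 min, ambient temperature.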
# uPA generation – inhibitors of cell surface uPA generation | cell surface uPA generation assay, qHTS | Potency, µM (top dose mostly 38.3 µM), without a hit: at the top dose activity change, negative = inhibition, usual class: inhibitors | 330,000 tested, 0.31% active; active = well fitted inhibition curve with a large enough effect; inconclusive = small, poorly fitted or top-dose-only effect; inactive = no such curve, though single readings can be large or run the other way; tested in mouse RAW 264.7 cells; also: potency is read from the fitted curve at half-maximal effect; % is scaled to controls: 0 for no effect and ±100 for the full control effect; nearly all actives have a fitted effect of over 55% in size
# Eya2 inh – inhibitors of human Eya2 phosphatase activity. recombinant Eya2, OMFP fluorescence dephosphorylation (OMFP is methylfluorescein phosphate). 330,000 tested, 0.006% active. Potency, µM (top dose mostly 76.9 µM), without a hit: top-dose activity, negative = inhibition, most hits filed as inhibitors. O00167. AID 488837; also: potency is read from the fitted curve at half-maximal effect; % is scaled to controls: 0 for no effect and ±100 for the full control effect
# Target sequence (O00167 whole entry, looked up): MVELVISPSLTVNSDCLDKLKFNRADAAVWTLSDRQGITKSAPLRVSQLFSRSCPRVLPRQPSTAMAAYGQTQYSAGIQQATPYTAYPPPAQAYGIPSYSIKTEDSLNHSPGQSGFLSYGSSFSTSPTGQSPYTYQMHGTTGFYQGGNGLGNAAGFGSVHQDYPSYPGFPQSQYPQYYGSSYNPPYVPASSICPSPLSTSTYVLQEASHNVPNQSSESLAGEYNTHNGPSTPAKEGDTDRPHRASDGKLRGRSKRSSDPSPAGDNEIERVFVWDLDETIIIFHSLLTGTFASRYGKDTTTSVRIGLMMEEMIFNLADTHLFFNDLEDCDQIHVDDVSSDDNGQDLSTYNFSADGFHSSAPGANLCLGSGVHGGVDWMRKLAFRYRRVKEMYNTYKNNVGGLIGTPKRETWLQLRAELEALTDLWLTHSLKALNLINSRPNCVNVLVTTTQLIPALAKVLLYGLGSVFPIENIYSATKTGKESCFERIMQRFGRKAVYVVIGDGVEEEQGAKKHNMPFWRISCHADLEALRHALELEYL
#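 Eya2 (0.2 uM) preincubated 10 min at ambient with compound, then OMFP substrate added at 50 uM; 10 min reaction in 50 mM HEPES pH 7.5, 50 mM NaCl, 5 uM MgCl2, 0.05% BSA, 1 mM DTT. Fluorescence read at Ex 485/Em 525 nm.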
# p53 reactivation – re-activators of mutant p53 | H1299 p53-A138V BP100-luciferase reporter, luminescence, 24 h | 320,000 tested, 0.063% active | Potency, µM (series often up to 92.2 µM), inactives show at the highest dose activity change, positive = activation, usual class: activators; also: potency is read from the fitted curve at half-maximal effect; % of control where 0% means no effect; nearly all actives have a fitted effect of over 45% in size
#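 p53-null H1299 cells stably carrying temperature-sensitive p53-A138V and a BP100-luciferase reporter were pinned with compounds (4-point, 1:5 series) and held 24 hrs at 37 deg C. Luminescence was read 10 min after detection reagent.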
# ELG1 genotoxic – inducers of genotoxicity in HEK293T ELG1-luciferase cells. HEK293T ELG1-luciferase reporter, luminescence, 16 h. 330,000 tested, 1.3% active. Potency, µM (highest dose often 46 µM), for inactives: top-dose activity change, positive = activation, hits mostly activators; also: potency is read from the fitted curve at half-maximal effect; % of control where 0% means no effect; nearly all actives have a fitted effect of over 60% in size
#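 HEK293T cells expressing luciferase-tagged ELG1 were exposed to compound or DMSO vehicle for 16 hr at 37 °C and 5% CO2. Luciferase activity was then measured with ONE-Glo after 30 min at room temperature.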
# PTAP TSG101 blk – blocks PTAP/TSG101 interaction to inhibit HIV-1 budding; Fluorescence polarization, FITC-PTAP peptide / Tsg101 binding; 340,000 tested, under 10 active; Potency, µM (doses to about 115 µM), for the others: at the highest dose activity change, negative = inhibition, usual class: inhibitors; Q99816; AID 493005; active = well fitted inhibition curve with a large enough effect in the main read-out, with a control signal flat, not every such curve was filed as active; inconclusive = small, poorly fitted or top-dose-only effect, or effect the other way, or a change in a side signal; inactive = no such curve, though single readings can be large or run the other way; also: potency is read from the fitted curve at half-maximal effect; % of control where 0% means no effect
# Target sequence (Q99816 whole entry, looked up): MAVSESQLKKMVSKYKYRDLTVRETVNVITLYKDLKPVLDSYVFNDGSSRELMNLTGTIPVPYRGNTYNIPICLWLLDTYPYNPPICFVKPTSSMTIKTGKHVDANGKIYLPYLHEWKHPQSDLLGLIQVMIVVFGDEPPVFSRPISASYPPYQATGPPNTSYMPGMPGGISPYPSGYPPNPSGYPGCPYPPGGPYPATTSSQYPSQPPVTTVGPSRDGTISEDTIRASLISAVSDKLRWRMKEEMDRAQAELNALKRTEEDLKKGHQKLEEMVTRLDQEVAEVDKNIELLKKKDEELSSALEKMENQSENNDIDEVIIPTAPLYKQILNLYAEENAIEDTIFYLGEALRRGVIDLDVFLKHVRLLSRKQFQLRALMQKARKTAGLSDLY
#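 Fluorescence polarization binding of Tsg101 binding domain (10 uM final) to FITC-labeled PTAP peptide (50 nM final) in HEPES pH 7.5 buffer with NaCl, Tween 20, EDTA, TCEP. Compounds added before peptide; binding 20 min at RT.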
# a7 integrin act – integrin-mediated muscular dystrophy alleviation activation; alpha7betagal myoblasts, beta-gal FDG fluorescence, 48 h; Potency, µM (highest dose often 38.3 µM), without a hit: at the top dose activation, hits mostly activators; 350,000 tested, 0.064% active;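 also: potency is read from the fitted curve at half-maximal effect; 100% = response of the positive control SU9516; nearly all actives have a fitted effect of over 60% in size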
#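 alpha7betagal+/- myoblasts (passage 13, 250/well) treated 48 h at 37C with compounds at 1:260 dilution of DMSO stock. Lysed, then beta-galactosidase activity read as FDG fluorescence (ex 480/em 540) after 30 min, with pre-read for autofluorescence.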
# * hit, by the source's call; ? = inconclusive; · = not tested or not shown; [ ] = another dose, or the depositor's remark. Unless noted, calls follow the shape of the dose curve; as a rule, active = well fitted curve in the direction sought with a large enough effect; inconclusive = small, poorly fitted or top-dose-only effect, or another doubt; inactive = no such curve, though single readings can be large; an effect the other way counts as inactive or inconclusive.
no.	canonical_smiles	BRCA1 expr up	B2AR arrestin	TRPV1 agonist	USP2a block	ASM inhibitor	uPA generation
1	CC(C)C(=O)N1CCN(c2ccc(NC(=O)c3cccs3)cc2Cl)CC1	31%	0.3%	29	4%	-5%	-15%
2	CC(=O)Nc1ccc(NC(=O)C(C)OC(=O)[C@@H]2CCCN2C(=O)c2cccs2)cc1 (some centres not stated)	-7%	-0.6%	·	1%	4%	0%
3	O=S(=O)(c1ccccc1)N1CCN(C(=S)Nc2ccc(F)cc2)CC1	-25%	-1.7%	?	3%	1%	-1%
4	CCOC(=O)C1(Cc2ccc(OC)cc2)CCN(C(=O)Cn2cnnn2)CC1	15%	-0.1%	1	0%	-4%	2%
5	COc1cc(NC(=O)c2cccc(NC3=NC4CS(=O)(=O)CC4S3)c2)cc(OC)c1OC (configuration not stated)	14%	-1.2%	0	1%	3%	-4%
6	O=C(CCN1C(=O)c2ccccc2C1=O)N1CCN(Cc2ccc(Cl)cc2Cl)CC1	0%	0.3%	?	-2%	0%	·
7	Cc1cc(C)c2[nH]c(=S)cc(C)c2c1	20%	-0.1%	1	1%	-1%	5%
8	CC1CCCN(C(=O)CN(C)S(=O)(=O)c2ccc3c(c2)c(=O)n(C)c(=O)n3C)C1 (configuration not stated)	7%	-0.4%	2	0%	1%	1%
9	O=C(N/N=C/c1cc(Br)cs1)c1c[nH]c2ccccc12	67%	0.0%	·	3%	-12%	-13%
10	N#Cc1ccsc1NC(=O)COC(=O)CCCSc1nc2ccccc2s1	-53%	-0.8%	1	-1%	-12%	-1%
11	C[C@@H](C(=O)N[C@@H](Cc1ccccc1)C(=O)O)n1nnc2ccccc2c1=O	38%	-0.1%	2	4%	1%	-5%
12	Cc1ccc(NC(=S)N(CCN2CCOCC2)Cc2cc3cc4c(cc3[nH]c2=O)OCO4)cc1	-8%	0.5%	3	0%	6%	0%

no.	Eya2 inh	p53 reactivation	ELG1 genotoxic	PTAP TSG101 blk	a7 integrin act
1	4%	-3%	-9%	0%	-9%
2	-14%	4%	6%	-1%	-7%
3	-11%	-4%	1%	0%	-5%
4	5%	3%	6%	0%	-12%
5	4%	·	8%	2%	11%
6	-4%	4%	-7%	-8%	12%
7	5%	-2%	1%	0%	1%
8	1%	-2%	0%	-9%	3%
9	-13%	7%	8%	-14%	-3%
10	-3%[15.4 µM]	-11%	0%	-8%	15%
11	0%	11%	0%	-10%	-14%
12	1%	1%	1%	-5%	23%

# 3 of the compounds above, with two lines to a compound:
# Order of values: BRCA1 expr up | B2AR arrestin | TRPV1 agonist | USP2a block | ASM inhibitor | uPA generation | Eya2 inh | p53 reactivation | ELG1 genotoxic | PTAP TSG101 blk | a7 integrin act
10: N#Cc1ccsc1NC(=O)COC(=O)CCCSc1nc2ccccc2s1
 : -53% | -0.8% | 1 | -1% | -12% | -1% | -3%[15.4 µM] | -11% | 0% | -8% | 15%
11: C[C@@H](C(=O)N[C@@H](Cc1ccccc1)C(=O)O)n1nnc2ccccc2c1=O
 : 38% | -0.1% | 2 | 4% | 1% | -5% | 0% | 11% | 0% | -10% | -14%
12: Cc1ccc(NC(=S)N(CCN2CCOCC2)Cc2cc3cc4c(cc3[nH]c2=O)OCO4)cc1
 : -8% | 0.5% | 3 | 0% | 6% | 0% | 1% | 1% | 1% | -5% | 23%

# Next compounds:
no.	canonical_smiles	BRCA1 expr up	B2AR arrestin	TRPV1 agonist	USP2a block	ASM inhibitor	uPA generation
13	Cc1ccc(C)c(S(=O)(=O)N2C(=S)NC(=O)C2CC(C)C)c1 (configuration not stated)	-32%	-0.2%	-6	2%	-3%	0%
14	C=CCn1c(SCC(C)=O)nc2sc3c(c2c1=O)CCC3	-33%	0.0%	21	0%	1%	5%
15	COC(=O)CC1C(=O)NCCN1C(=S)Nc1cc(C)cc(C)c1 (configuration not stated)	-16%	-0.7%	-2	3%	1%	5%
16	CCOC(=O)c1ccc(CC2S/C(=C(\C#N)C(C)=O)NC2=O)cc1 (configuration not stated)	18%	0.1%	-3	3%	2%	-4%
17	Cc1[nH]c(C)c(S(=O)(=O)N2CCC(C)CC2)c1C(=O)N1CCCC1	2%	0.3%	-2	4%	4%	-2%
18	c1ccc(-c2nc(NCc3cccs3)c3ccccc3n2)cc1	-58%	-0.1%	3	5%	-10%	2%
19	N#C/C(=C\c1ccc(Cl)cc1)c1n[nH]c(Cn2cncn2)n1	-1%	-0.2%	1	-2%	9%	1%
20	CN(C)C(=O)c1ccc(NC(=O)COC(=O)CC23CC4CC(CC(Br)(C4)C2)C3)cc1	-6%	0.3%	3	2%	0%	1%
21	Cc1ccc(S(=O)(=O)N2CCCOC2CNC(=O)C(=O)NCCCn2ccnc2)cc1 (configuration not stated)	-56%	-1.7%	-3	2%	5%	-4%
22	CCCC(=O)NC1CCCc2c1cnn2-c1ccc(C)c(C)c1 (configuration not stated)	72%	0.1%	21	-1%	1%	-5%
23	CC([NH2+][O-])C(C)(C)NO (configuration not stated)	-13%	0.1%	0	3%	-3%	3%
24	O=S(=O)(Nc1ccc(N=Nc2ccccc2)cc1)c1ccccc1	-20%	3.6%	11	3%	?	5%

no.	Eya2 inh	p53 reactivation	ELG1 genotoxic	PTAP TSG101 blk	a7 integrin act
13	21%	-6%	-6%	-10%	-1%
14	-8%	-6%	0%	1%	22%
15	-19%	6%	0%	-3%	-5%
16	-8%	7%	?	-4%	-13%
17	7%	-9%	4%	-6%	12%
18	6%	16%	2%	3%	-2%
19	-19%	-2%	4%	0%	-6%
20	10%	11%	0%	-8%	-9%
21	4%	2%	0%	-2%	-4%
22	5%	-4%	3%	-3%	?
23	-4%	7%	0%	-2%	4%
24	-6%	4%	2%	0%	3%

# Additional compounds.
no.	canonical_smiles	BRCA1 expr up	B2AR arrestin	TRPV1 agonist	USP2a block	ASM inhibitor	uPA generation
25	CC(C)n1c(SC2CCOC2=O)nc2ccccc21 (configuration not stated)	3%	-0.2%	0	-1%	2%	6%
26	Cc1ccc(CN(C)c2ccc(S(=O)(=O)N3CCCC3)cn2)cc1	-36%	0.6%	·	2%	3%	3%
27	O=C(NCC(=O)N(CC1CCCO1)C(C(=O)NC1CCCCC1)c1ccccc1)c1cccs1 (configuration not stated)	5%	2.2%	3	1%	2%	0%
28	CSc1cccc(NS(=O)(=O)c2ccc(C(C)=O)cc2)c1	-4%	-0.2%	1	0%	0%	6%
29	CCOC(=O)c1c(NC(=O)C2=C(C)NC(=S)NC2c2ccc(CC)cc2)sc(C)c1C (configuration not stated)	·	0.4%	6	-2%	·	·
30	COC(=O)[C@H](CCSC)NS(=O)(=O)c1ccccc1Br	-1%	0.1%	-1	3%	1%	-7%
31	CCn1c(SCc2ccccc2)nc2cc(OC)c(OC)cc2c1=O	6%	-0.3%	28	-4%	-28%	-5%
32	O=C1CCc2cc(S(=O)(=O)N3CCC(C(=O)Nc4nccs4)CC3)ccc2N1	-27%	-0.1%	-1	5%	-4%	19%
33	NC(=O)c1ccc(NC(=O)COC(=O)C2(c3ccccc3F)CCCC2)cc1	-26%	0.2%	?	1%	1%	5%
34	Cn1c(=O)oc2cc(S(=O)(=O)N3CCOCC3)ccc21	-3%	·	0	·	2%	5%
35	COC(=O)/C(=C\c1ccc([N+](=O)[O-])o1)NC(=O)c1ccccc1	-104%[inhibitor]	-0.2%	0	1%	-3%	-9%
36	COc1ccc(CNc2cc(C)ccn2)cc1	?	0.1%	-1	3%	0%	-5%
37	CC(C)(C)c1ccc(C(=O)NCc2cccnc2)cc1	56%	2.9%	?	-2%	-1%	-2%
38	O=C(NCCc1ccccc1)c1ccc2nc(-c3ccco3)c(-c3ccco3)nc2c1	1%	0.4%	-5	?	376%[activator]	-5%

no.	Eya2 inh	p53 reactivation	ELG1 genotoxic	PTAP TSG101 blk	a7 integrin act
25	-1%	1%	2%	-10%	-2%
26	-26%	-6%	-5%	1%	-57%[inhibitor]
27	-2%	-3%	-1%	-6%	18%
28	-8%	-1%	1%	-3%	-37%
29	-8%	-5%	-6%	·	·
30	-3%	-4%	-1%	0%	1%
31	-1%	-11%	3%	0%	-14%
32	1%	-4%	4%	-4%	-15%
33	4%	-5%	-4%	2%	8%
34	·	·	·	-3%	13%
35	-6%	-10%	-11%	-12%	-18%
36	14%	15%	1%	-1%	29%
37	14%	17%	?	-4%	-21%
38	0%	-2%	-4%	0%	3%
